Compound activity deposited in PubChem BioAssay by several laboratories.
PKA-R2B activ: activates the human PKA-R2B holoenzyme complex; PKA-R2B holoenzyme dissociation, Cy5-IP20 fluorescence polarization; R2B truncated from residue 108, S112A mutant; 0% DMSO only, 100% 113 µM cGMP; activation, % at 11.4 µM; hit rate 0.079% among 340,000; AID 504700;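 active = activation above a cutoff set at the mean over all compounds plus 3 SD, cut at about 18% in these data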;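 also: higher means more holoenzyme dissociation and a rise in polarization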
Target sequence (P31323 whole entry, looked up, other chains not shown, the tested form may be a part): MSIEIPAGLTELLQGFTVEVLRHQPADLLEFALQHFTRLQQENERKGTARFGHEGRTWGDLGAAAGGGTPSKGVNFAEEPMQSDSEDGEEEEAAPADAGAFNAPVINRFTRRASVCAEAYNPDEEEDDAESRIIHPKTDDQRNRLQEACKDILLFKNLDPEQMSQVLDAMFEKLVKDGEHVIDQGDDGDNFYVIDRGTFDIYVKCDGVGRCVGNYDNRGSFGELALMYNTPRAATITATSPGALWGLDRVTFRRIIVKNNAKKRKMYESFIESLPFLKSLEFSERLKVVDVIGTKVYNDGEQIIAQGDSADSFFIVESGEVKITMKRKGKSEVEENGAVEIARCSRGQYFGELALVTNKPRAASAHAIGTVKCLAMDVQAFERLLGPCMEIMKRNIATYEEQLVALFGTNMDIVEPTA
dFosB activator: activators of mouse delta FosB homodimer. purified delta FosB, TAMRA-CDK5 oligo fluorescence polarization; percent of positive-control signal above neutral wells. activation, % at 25 µM. hit rate 0.99% among 340,000. AID 493131;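 active = mean activation above about 17%, with every replicate also reaching it, limit read from the data, passing the limit was not always enough; inconclusive = only one of the two conditions met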;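 also: fluorescence polarization rise as delta FosB binds a TAMRA Cdk5 AP-1 oligo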
Target sequence (P13346 whole entry, looked up): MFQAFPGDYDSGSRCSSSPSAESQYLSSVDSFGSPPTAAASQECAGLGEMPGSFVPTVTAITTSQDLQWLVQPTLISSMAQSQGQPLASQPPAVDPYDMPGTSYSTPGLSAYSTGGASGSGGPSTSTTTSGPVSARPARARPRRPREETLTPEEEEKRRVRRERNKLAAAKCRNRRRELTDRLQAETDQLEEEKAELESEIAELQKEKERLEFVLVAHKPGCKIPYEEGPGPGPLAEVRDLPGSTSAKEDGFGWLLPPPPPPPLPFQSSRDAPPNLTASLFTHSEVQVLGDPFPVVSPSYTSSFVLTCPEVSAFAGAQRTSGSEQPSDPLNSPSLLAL
PKA-R1A act: PKA-R1A complex activation. P00514+P68181. PKA-R1A dissociation, Cy5-IP20 fluorescence polarization; scaled: DMSO 0%, 113 µM cGMP 100%. activation, % at 11.4 µM. hit rate 0.083% among 340,000. AID 504707;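 active = percent activation above the mean of all tested compounds plus 3 SD, cut at about 19% in these data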;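 also: higher means more PKAc released from R1A so a rise in polarization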
SR-BI uptake up: activators of SR-BI mediated HDL lipid uptake; CHO ldlA[mSR-BI] cells, DiI-HDL uptake fluorescence, 3 h; 100 = double the neutral-control signal; activation, % at 12.5 µM; hit rate 0.096% among 320,000; AID 504775;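 active = mean replicate activation of at least 60% and every replicate at or above 60%; inconclusive = mean or all-replicate condition met, but not both; inactive = mean below 60% and not all replicates reaching 60%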;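 also: 0% = median plate neutral-control signal and 100% = twice that signal; values of inactives mirror those of a sister screen read the other way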
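Material – SR-BI-overexpressing, LDLR-lacking CHO cells · Medium – BSA-supplemented, HEPES-buffered Ham's F12, pH 7.4 · Doses – single concentration · Times – compound with DiI-HDL co-incubation, 3 h at 37 °C · Measured by – bottom-read fluorescence, 550/595 nm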
Arr AP2 block: human beta-arrestin and AP2 interaction inhibition | FITC-arrestin peptide / GST-AP2 beads, flow cytometry; AP2 beta2 appendage carries R879A mutation | inhibition, % at 10 µM | hit rate 0.31% among 340,000;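 active = inhibition above a set limit, near 3 SD of compounds lacking own fluorescence, cut at about 54% in these data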;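 also: plate controls were DMSO wells for no effect and 5 µM unlabelled arrestin peptide for full effect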
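Material – GST-tagged AP2 beta2-adaptin appendage (R879A) on 4 µm glutathione beads · Probe or stimulus – fluorescein-tagged arrestin peptide at 50 nM final · Timing – 12 min plus 1 h, RT · Detection – bead flow cytometry, FITC channel · Read-out basis – inhibition as reduced fluorescein signal on beads, percent · Medium – PBS plus Tween 20 (0.05%) and BSA (0.1%)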
SUMO Mot1 rescue: inhibitors of SUMOylation pathway: yeast Mot1-301 growth rescue; S. cerevisiae Mot1-301 growth rescue, ATP luminescence, 38.5C; percent above DMSO median, 100 means doubled; growth rescue, % at 18.8 µM; hit rate 1% among 320,000; AID 2716;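 active = every valid replicate shows activation above 250% relative to neutral control wells; inactive = the rest, any valid replicate at or below 250%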;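 also: OY570 slx delta 5 strain wells were the positive control but not used for scaling; some compounds called inactive have numbers as strong as hits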
Pemphigus Ab inh: inhibitors of pemphigus antibody binding to human desmoglein-3; hit rate 0.48% among 310,000; AID 588358; DSG3-coupled beads, scFv-anti-DSG3-GFP binding, flow cytometry; stronger effect = lower value; binding (percent of control), % at 10 µM;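 active = binding more than 3 SD below its plate's average and above zero; inconclusive = below that plate limit but binding exactly zero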; also: some compounds called inactive have numbers as strong as hits
CDK5 inh: blocks human CDK5/p35 kinase activity | Q00535+Q15078 | Recombinant CDK5/p35, ADP-Glo luminescence, 60 min | inhibition, % at 10 µM | hit rate 0.01% among 330,000;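 active = highest replicate inhibition of at least 50% and at least 75% of replicates reaching 50%; inconclusive = only one of the two criteria met; inactive = both criteria failed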;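 also: plate controls were DMSO neutral control for no effect and GW8510 at 10 µM for full effect; many of its hits are not listed in these tables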
NSD2 HMT inh: NSD2 (human) methyltransferase inhibition; NSD2 peptide methylation, AlphaScreen, 120 min; inhibition, % at 12.5 µM; hit rate 0.54% among 310,000; AID 743445; in the data active = inhibition above about 50%
MITF act: MITF TRPM1 promoter activation in melanoma cells; SK-MEL-5 TRPM1-promoter luciferase, 24 h; % of positive control, neutral wells = 0; activation, % at 12.5 µM; hit rate 0.75% among 300,000;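 active = mean activation of at least 80% with every replicate also reaching 80%; inconclusive = mean reaches 80% but some replicate falls short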;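 also: 0% = neutral control wells and 100% = parthenolide positive control wells; values of inactives mirror those of a sister screen read the other way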
SR-BI HDL uptake: mouse SR-BI HDL lipid transfer inhibition; hit rate 0.96% among 320,000; inhibition, % at 12.5 µM; ldlA[mSR-BI] CHO cells, DiI-HDL uptake fluorescence, 3 h; Q61009; AID 488896;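 active = mean replicate inhibition of at least 70% and a set share of replicates each scoring 70 or more; inconclusive = meets just one of the two criteria; inactive = fails both criteria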;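 also: 0% = median of neutral control wells and 100% = median of positive control wells; values of inactives mirror those of a sister screen read the other way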
* = called active by the depositor; ? = inconclusive; / = no result given; & = joins results of further samples. Not a hit list (roughly 4.7% active in at least one column).

SMILES	PKA-R2B activ	dFosB activator	PKA-R1A act	SR-BI uptake up	Arr AP2 block	SUMO Mot1 rescue	Pemphigus Ab inh	CDK5 inh	NSD2 HMT inh	MITF act	SR-BI HDL uptake
c1ccc(C(c2ccccc2)N2CCN(Cc3nc(-c4cnccn4)no3)CC2)cc1	2	-2	-14	/	-7	-31	95	-0.4	/	9	/
CCCSc1nc(O)c(C(c2ccc(OC)c(O)c2)c2c(O)nc(SCCC)n(C)c2=O)c(=O)n1C	-10	-9	-6	18	-4	-13	96	-0.9	10	-2	-18
CCc1noc(C)c1C(=O)OCC(=O)Nc1ccc2c(c1)OCO2	8	-4	4	-3	-7	-19	99	0.1	-2	12	3
CCCCCc1cccnc1	-14	6	-2	/	32	8	98	0.0	-1	-8	/
CCOC(=O)Cn1c(=O)cnc2ccccc21	5	-1	-7	3	-2	4	94	-0.2	-1	-3	-3
CCOC(=O)N1CCN(C(=O)Cc2c(C(=O)O)n(C)c3ccccc23)CC1	5	-5	-9	25	2	5	106	3.2	-1	7	-25
O=C(CSC1=NCCS1)N1CCN(c2ccccc2)CC1	7	-6	-7	15	3	-13	99	1.2	1	2	-15
CCOC(=O)c1[nH]c2ccccc2c1NC(C)=O	6	-1	-7	9	17	21	100	0.7	/	/	-7
COC(=O)c1ccc(NC(=S)NC(=O)c2cc(-c3ccccc3)nc3ccccc23)cc1	1	-6	-2	-53	3	2	/	-2.1	-1	4	53
O=C(NCc1cccnc1)C(=O)NCC(c1ccco1)N1CCN(c2ccccc2F)CC1 (configuration not stated)	-7	-2	-7	2	-10	-8	/	0.9	-1	-10	-2
O=C1c2ccccc2C(=O)N1CCCc1nc(-c2ccc(Cl)cc2)no1	4	-5	-5	12	1	14	103	-2.0	/	/	-12
COc1cc(/C=C/c2ccc(O)cc2)cc(OC)c1	-7	-5	-8	-9	1	13	98	0.4	/	/	9
CC(C)C(NC(=O)c1ccccc1)C(=O)OCc1cc([N+](=O)[O-])cc2c1OCOC2 (configuration not stated)	-13	-15	-4	12	3	10	95	-1.2	-2	-1	-12
Cc1ccc2nc(C)c(C)nc2c1N	6	3	0	8	-13	0	102	-1.2	0	9	-8
COc1ccccc1N1CCN(C(=O)c2cc(-c3cccs3)on2)CC1	-4	3	-3	-7	-1	28	97	0.4	0	5	7

Continued; it opens with the 7 that closed the last part.
SMILES	PKA-R2B activ	dFosB activator	PKA-R1A act	SR-BI uptake up	Arr AP2 block	SUMO Mot1 rescue	Pemphigus Ab inh	CDK5 inh	NSD2 HMT inh	MITF act	SR-BI HDL uptake
COC(=O)c1ccc(NC(=S)NC(=O)c2cc(-c3ccccc3)nc3ccccc23)cc1	1	-6	-2	-53	3	2	/	-2.1	-1	4	53
O=C(NCc1cccnc1)C(=O)NCC(c1ccco1)N1CCN(c2ccccc2F)CC1 (configuration not stated)	-7	-2	-7	2	-10	-8	/	0.9	-1	-10	-2
O=C1c2ccccc2C(=O)N1CCCc1nc(-c2ccc(Cl)cc2)no1	4	-5	-5	12	1	14	103	-2.0	/	/	-12
COc1cc(/C=C/c2ccc(O)cc2)cc(OC)c1	-7	-5	-8	-9	1	13	98	0.4	/	/	9
CC(C)C(NC(=O)c1ccccc1)C(=O)OCc1cc([N+](=O)[O-])cc2c1OCOC2 (configuration not stated)	-13	-15	-4	12	3	10	95	-1.2	-2	-1	-12
Cc1ccc2nc(C)c(C)nc2c1N	6	3	0	8	-13	0	102	-1.2	0	9	-8
COc1ccccc1N1CCN(C(=O)c2cc(-c3cccs3)on2)CC1	-4	3	-3	-7	-1	28	97	0.4	0	5	7
Cc1cc(C(=O)NCc2cccs2)ccc1[N+](=O)[O-]	0	1	4	28	-4	94	96	1.6	0	7	-28
CSc1oc(-c2ccc(F)cc2)nc1S(=O)(=O)c1ccccc1	-3	-4	3	-1	-4	7	/	-2.2	-4	11	1
CCOC(=O)c1c(C)[nH]c(C(=O)OCC(=O)Nc2sc(C(=O)N(C)C)c(C)c2C(=O)OCC)c1C	-6	-10	4	-57	2	75	111	0.4	-1	-4	57
O=C(Nc1ccc(F)cc1)c1ccc(C(=O)N2CCCC(O)C2)cc1 (configuration not stated)	-5	3	-8	20	9	0	96	-0.2	/	3	-20
CCOc1ccccc1C(c1c(C)n(C)n(-c2ccccc2)c1=O)c1c(C)n(C)n(-c2ccccc2)c1=O	-8	-12	-2	20	3	23	146	-1.2	-1	/	-20
CC[C@]12c3[nH]c4cc(CCC(=O)N(C)C)ccc4c3CCN1C(=O)[C@@H](CC(=O)NCCCN(C)C)C[C@@H]2C(=O)N1CCN(C(=O)C2CC2)CC1	-2	-1	-7	5	10	/	105	0.3	/	-2	-5
CCN(CC(=O)Nc1ccc(NC(C)=O)cc1)C(=O)COc1ccccc1Cc1ccccc1	6	-9	2	-23	27	-25	101	0.5	-2	10	23
COc1ccc(-n2nc3c(N4CCC(C(=O)NCc5cccc(C)c5)CC4)nnc(C)c3c2C)cc1	-3	?	-15	-40	-14	-8	110	/	-3	-94	40
COc1cc(/C=C(/C#N)C(=O)Nc2ccc(C)cc2)ccc1Oc1nc(Cl)ncc1F	9	-12	2	-62	-6	21	95	-2.0	-1	-10	62
CCN=C1S/C(=C\c2cc(Cl)c(OC)c(OC)c2)C(=O)N1CC	-12	-3	-9	-77	39	-2	101	-1.7	14	6	77*
COc1ccc(-c2cc(C(=O)Nc3ccc4c(c3)OCO4)no2)cc1	-5	4	4	15	2	25	107	0.1	1	11	-15
O=C(O)c1ccc(N/N=C/c2ccc3nccnc3c2)cc1	2	-5	-5	/	22	5	96	6.7	4	-98	/
CN(C)c1nc(NCc2ccccc2)nc(N/N=C/c2ccc(Br)cc2)n1	-9	1	-3	17	5	-12	104	-0.7	3	6	-17
COc1nnc(-c2ccc(C)c(S(N)(=O)=O)c2)c2ccccc12	-5	-3	-4	-27	-9	-20	104	0.4	-1	-4	27
O=C(O)c1ccc(-n2cccc2/C=C2/SC(=O)N(CC(=O)N3CCCC3)C2=O)cc1	4	-4	-15	9	-13	-11	86	-0.1	/	3	-9
O=C(NOCc1ccccc1)c1ccccc1	-3&1	-8	4&-2	4	-5	40	93	1.1	/	34	-4
CCOc1ccc(C(=O)NCC(=O)N2CCN(c3ccc(C(F)(F)F)cn3)CC2)cc1	-10	-3	-3	-1	1	-12	101	-6.9	-1	-6	1
Cc1ccc(-c2nnn(CC(=O)N(CC(=O)NC3CCCCC3)c3cccc(F)c3)n2)o1	-2	-4	6	/	-11	/	/	0.9	4	10	/
CCOC(=O)C1CCN(Cc2c(O)c3ccccc3oc2=O)CC1	-6	-6	0	4	5	17	106	-3.0	-2	2	-4
O=Cc1cc2ccccc2nc1SCc1ccc(Cl)c(Cl)c1	9	-10	-5	-9	-5	8	99	0.0	-1	-48	9
CC1CCCC(NC(=O)Cn2cc(C(F)(F)F)cc(Cl)c2=O)C1C (configuration not stated)	-2	-3	-14	15	2	-10	91	0.7	7	-7	-15
Cc1cscc1NC(=O)/C=C/C(=O)O	/	-10	/	3	3	-5	93	1.9	-2	/	-3
O=C(CNc1ccc(C(F)(F)F)cc1[N+](=O)[O-])OCC(=O)c1ccccc1	-9	-4	2	9	25	1	123	0.2	-2	1	-9
CCCNC(=O)Cn1cc(S(=O)(=O)N2CCCC2)c(S(=O)(=O)N2CCCC2)c1	0	5	5	14	-17	-10	/	0.2	0	6	-14
COc1ccc(CNc2ncc(-c3cccc([N+](=O)[O-])c3)n2C)c(OC)c1OC	10	-1	-4	/	10	-17	117	-2.1	17	-14	/
CCOc1cc2c(cc1/C=C(/C#N)c1ccc(C(=O)O)cc1)OCO2	-13	0	-2	-7	0	-2	97	-0.5	3	20	7
CS(=O)(=O)N1CCC(C(=O)NCc2ccc3c(c2)OCO3)CC1	-1	2	1	29	28	12	119	0.8	-2	-3	-29

Some of the entries so far, with the structure last:
PKA-R2B activ | dFosB activator | PKA-R1A act | SR-BI uptake up | Arr AP2 block | SUMO Mot1 rescue | Pemphigus Ab inh | CDK5 inh | NSD2 HMT inh | MITF act | SR-BI HDL uptake | structure
-6 | -6 | 0 | 4 | 5 | 17 | 106 | -3.0 | -2 | 2 | -4 | CCOC(=O)C1CCN(Cc2c(O)c3ccccc3oc2=O)CC1
9 | -10 | -5 | -9 | -5 | 8 | 99 | 0.0 | -1 | -48 | 9 | O=Cc1cc2ccccc2nc1SCc1ccc(Cl)c(Cl)c1
